RSV CPE inhibition – inhibition of RSV-induced cytopathic effect – HEp-2 cells, primary 10 µM value included (AID 2391). HEp-2 cells, RSV-induced CPE inhibition; higher % means a stronger effect. CPE inhibition, % at 10 µM, or IC50 in µM where a hit was titrated. 310,000 tested, 0.13% active; in the data active means a potency from the dose series; inconclusive means CPE inhibition mostly from about 23% at the one dose, without a potency; inactive means the rest, 99 in 100 with CPE inhibition below about 21%; further: strong numbers were not always called active
TNAP activation fold – stimulation of alkaline phosphatase TNAP activity – biochemical, luminescent, no phosphate acceptor, uHTS, primary screen (AID 1001); purified TNAP, luminescent activation assay, no phosphate acceptor; higher activation fold means a stronger effect; activation fold at 20 µM, or EC50 in µM where a hit was titrated; 200,000 tested, 0.03% active; in the data active means activation fold from about 3, or a potency from the dose series; inactive means the rest, 99 in 100 with activation fold below about 1.6; further: many of its hits are not listed in these tables
T cell HTS – T cell immune modulation candidate; 2C CD8+ T cell-vesicle binding, flow cytometry; active compounds read low; calls only at 7 µM; 330,000 tested, 0.068% active; AID 2052;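 active means response, share of CD8 T cells binding vesicles, and their 90th percentile fluorescence all below set limits, cut at about 80% in these data, passing the limit was not always enough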
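Assay system: 2C TCR transgenic mouse naive CD8+ T cells, MACS-purified | Read-out: CD8+ gate FL2 mean fluorescence as % of same-row positive control | Signal: High-throughput flow cytometry with anti-B7-1 and anti-CD8 staining | Timing: Binding step 1.5 h, 37 °C, antibody labelling 20 min, ice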
NTR1 ag – NTR1-driven beta-arrestin-GFP spot formation – imaging, U2OS cells, high content, primary screen (AID 493036) | P30989 | agonist mode | activation, % at 20 µM | 330,000 tested, 0.17% active;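 active means activation at or above 40% of the spot to cytoplasm intensity ratio, with at least 20 cells analyzed; inconclusive means wells under 20 cells, flagged as cytotoxic or low count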;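 further: 0% = DMSO without peptide and 100% = 100 nM NTR1 peptide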
Target sequence (P30989 whole entry, looked up): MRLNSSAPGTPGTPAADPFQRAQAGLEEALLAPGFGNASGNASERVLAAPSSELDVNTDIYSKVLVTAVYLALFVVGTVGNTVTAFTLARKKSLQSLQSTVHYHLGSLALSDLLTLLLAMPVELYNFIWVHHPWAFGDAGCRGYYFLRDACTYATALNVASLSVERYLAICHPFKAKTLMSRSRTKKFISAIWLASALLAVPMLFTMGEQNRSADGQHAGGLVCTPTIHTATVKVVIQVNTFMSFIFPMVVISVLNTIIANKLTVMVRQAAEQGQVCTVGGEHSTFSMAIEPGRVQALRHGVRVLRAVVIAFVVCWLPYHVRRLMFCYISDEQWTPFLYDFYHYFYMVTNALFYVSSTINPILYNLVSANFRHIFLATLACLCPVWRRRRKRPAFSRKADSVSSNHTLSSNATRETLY
Rac1 GTP hydrolysis – MgcRacGAP GTPase-activating activity inhibitors, confirmation, biochemical, ADP Hunter fluorescence; 340,000 tested, 0.6% active; MgcRacGAP-stimulated Rac1 GTP hydrolysis, ADP Hunter fluorescence; higher % means a stronger effect; GST-tagged Rac1 F28L mutant substrate; inhibition, % at 30 µM, or IC50 in µM where a hit was titrated;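 active means first-screen hits whose inhibition reached a set limit at any dose in the follow-up dose series; inconclusive means inhibition above the set first-screen limit but never retested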;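 further: fluorescence reports GDP produced by GAP-driven GTP hydrolysis; strong numbers were not always called active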
K1F lysis inhibition – protection from phage-mediated lysis, alamar blue read-out – E. coli UTI89, K1F phage, bacterial capsule biogenesis inhibitors (AID 488966); inhibition, % at 100 µM; hits with a dose series show IC50 in µM; E. coli UTI89 K1F phage lysis, alamar blue, 2 h; higher % means a stronger effect; 340,000 tested, 0.02% active;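 active means phage lysis inhibition, versus mean bacterial control, above a set limit; inconclusive means no clear call, values can overlap the other calls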;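 further: capsule biogenesis inhibitors block K1F phage lysis so surviving cells raise fluorescence; higher fluorescence means more inhibition of phage lysis; actives were called in the ten point dose series up to 300 µM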
Myeloid diff 2 – compounds promoting myeloid differentiation; ER-HoxA9 myeloid progenitors, lysozyme-GFP differentiation, flow cytometry; calls only at 10 µM; 360,000 tested, 1% active; AID 624256;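 active means normalized GFP-positive differentiation at or above the plate's own cutoff, the solvent-only control mean plus 3 SD; inconclusive means no clear call, values can overlap the other calls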;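 further: cells exposed to compound for four days before flow analysis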
Salmonella PhoP GFP – inhibitors of PhoP regulon expression, primary screen, Salmonella Typhimurium, GFP reporter (AID 1863). S. Typhimurium PhoP-regulated promoter GFP reporter, 4 h; higher % means a stronger effect. one-dose inhibition, % at 50 µM; IC50 in µM for titrated hits. 300,000 tested, 0.16% active;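 active means inhibition over 29.93%, a cutoff 3 SD above the screen mean, later confirmed by dose response; inconclusive means inhibition over 29.93% but no dose response follow-up; inactive means inhibition at most 29.93% or unconfirmed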;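 further: 0% = low Mg2+ inducing control and 100% = high Mg2+ repressing control; strong numbers were not always called active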
Large T inhibition – TAg ATPase/helicase activity blockers – biochemical (AID 1903); SV40 large T antigen ATPase/helicase inhibition assay; higher % means a stronger effect; one-dose inhibition, % at 20 µM; IC50 in µM for titrated hits; 310,000 tested, 0.39% active; in the data active means a potency from the dose series; inconclusive means inhibition mostly from about 32% at the one dose, without a potency; inactive means the rest, 99 in 100 with inhibition below about 32%; further: strong numbers were not always called active
T cell HTS vesicle-bound % – second read-out of T cell HTS, no call of its own (marks repeat the call); double positive events, %; measured here: CD8+ vesicle-bound cell fraction;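 binding gate set so that unloaded-vesicle control wells show 10% double positive cells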
NTR1 ag cell count 20 µM – also measured in NTR1 ag; calls as there; cell count; measured here: cell count, cytotoxicity flag
Myeloid diff 2 GFP+ MAC1+ % – further read-out of Myeloid diff 2, marked with its call; GFP+ MAC1+ double positive, %; measured here: differentiation confirmed by MAC1 staining
* hit, by the source's call; i = inactive; ? = inconclusive; . = no result given; + = active, no number; [ ] = remark or other dose.

SMILES	RSV CPE inhibition	TNAP activation fold	T cell HTS	T cell HTS vesicle-bound %	NTR1 ag	NTR1 ag cell count 20 µM	Rac1 GTP hydrolysis	K1F lysis inhibition	Myeloid diff 2	Myeloid diff 2 GFP+ MAC1+ %	Salmonella PhoP GFP	Large T inhibition
CCN(C[C@H]1N[C@@](CC)(C(=O)OC)[C@H]2C(=O)N(C)C(=O)[C@@H]12)C(=O)c1ccc(F)cc1	.	.	i	17	-3.8	59	4%	0.2%	i	2.7	.	.
COc1ccc(Nc2nc(NCCO)nc(N3CCCC3)n2)cc1	0.7%	.	i	25	0.9	63	8%	0.4%	i	7.8	6%	11%
O=c1nc(/C=C/c2cc([N+](=O)[O-])ccc2Cl)cc(C(F)(F)F)[nH]1	-1.0%	1	i	10	5.5	96	11%	0.1%	i	0.9	-2%	15%
COc1ccc(NC(=O)CN(C)C(=O)CCCc2nc3ccccc3s2)cc1	2.1%	.	i	8	0.6	80	3%	1.1%[50 µM]	i	0.4	-8%	12%
CCCCN(CC)CCNC(=O)CNC(=O)Cn1ccc2ccccc2c1=O	0.0%	1	i	41	1.1	66	17%	-0.1%	i	0.5	1%	8%
O=C(COC(=O)/C=C/c1ccc(F)cc1)Nc1cccc(S(=O)(=O)N2CCCC2)c1	?	1.1	i	23	1.8	43	0%	-0.1%	i	0.3	-4%	2%
Cc1ccc(NC(=O)COC(=O)CCOc2ccccc2C)cc1	4.1%	1.1	i	36	2.2	30	5%	0.3%	i	0.1	3%	9%
C[C@H](CO)N1C[C@H](C)[C@@H](CN(C)C(=O)Nc2ccc(C(F)(F)F)cc2)Oc2c(NS(=O)(=O)c3ccc(F)cc3)cccc2C1=O	.	.	i	8	0.2	39	6%	0.4%	i	2.0	.	.
O=C(O)c1cc(-c2ccc(/C=C3/SC(=S)N(Cc4ccccc4)C3=O)o2)ccc1Cl	.	1	.	.	.	.	12%	-1.3%	+	1.8*	1%	25%
Cn1c(=O)[nH]c(=O)c2c1nc([N+](=O)[O-])n2Cc1ccccc1	-1.5%	.	i	22	11	55	3%	-0.8%	?	.	-5%	?
CN(C)C(=O)c1ccccc1Sc1ccc(Cl)cc1Cl	2.4%	1.2	i	43	2.3	56	5%	1.7%	i	0.3	8%	5%
COC(=O)[C@@]12CCCCN1[C@H](c1ccc(-c3ccc(C(C)=O)cc3)cc1)[C@H]1C(=O)N(C)C(=O)[C@H]12	16%	.	i	13	-1.3	83	5%	1.3%	?	.	-1%	6%
CC(C)C(NC(=O)c1ccc(Cl)cc1)C(=O)NC1=NCCS1 (centres undefined)	2.5%	1.1	i	16	0.2	86	5%	0.1%	i	1.7	5%	19%
O=C(OCC(=O)N1CCN(C(=O)c2ccco2)CC1)c1cc(-c2ccc(F)cc2)nc2ccccc12	1.3%	1.1	i	30	0.2	47	12%	0.1%	i	1.8	4%	3%
Cc1ccc(NC(=O)CCNC(=O)c2ccc(Br)cc2)cc1S(=O)(=O)N1CCCCCC1	17%	.	i	31	0.2	55	8%	-1.3%	i	0.8	2%	11%
CCC(C)C(NC(=O)C(N)CC(C)C)C(=O)NC(CCC(=O)OCc1ccccc1)C(N)=O (centres undefined)	1.3%	1	i	40	1.2	36	-1%	0.7%[50 µM]	i	4.0	3%	-6%
O=C(O)c1ccccc1NSc1ccccc1[N+](=O)[O-]	2.4%	1	i	59	-0.8	80	15%	0.0%	i	0.5	-7%	-4%
CS(=O)(=O)c1ccc2nc(NC(=O)CCNC(=O)c3ccc([N+](=O)[O-])cc3)sc2c1	.	.	.	.	1.1	76	3%	0.8%[50 µM]	i	0.3	.	.
Cc1ccc(-n2nc3c(c2NC(=O)c2ccc4c(c2)OCO4)CSC3)c(C)c1	.	1	i	20	4.4	77	9%	-1.0%	i	5.1	1%	8%
COc1ccc(-c2cnc[nH]2)cc1	3.3%	1.1	i	56	2.7	57	4%	0.0%	i	0.2	4%	6%
CCOC(=O)C1(Cc2cccc(F)c2)CCN(Cc2ccon2)CC1	-1.0%	1.1	i	41	0.0	22	.	.	i	0.1	-7%	6%
CCN(CC(=O)Nc1c(F)cccc1F)C(=O)c1ccc(Cl)c(S(=O)(=O)N2CCCC2)c1	2.8%	.	i	48	-0.3	80	5%	1.3%[50 µM]	i	1.1	-5%	17%
Cc1nnc(NCCc2ccccc2)n(N)c1=O	0.3%	0.9	i	28	0.3	50	1%	0.3%	i	1.6	16%	4%
COc1ccccc1OC(=O)c1ccc2nsnc2c1	0.8%	1	i	25	-0.8	84	5%	0.2%	i	0.8	0%	10%
S=c1nc(C2CC2)n(-c2ccccc2)[nH]1	-0.5%	.	i	44	0.9	70	6%	0.0%	i	0.3	.	18%
COc1ccc(NC(=O)COC(=O)CCCC2=NS(=O)(=O)c3ccccc3N2)cc1Cl	2.2%	.	i	41	-1.3	60	10%	0.4%	i	0.8	-6%	6%
O=C(NC(=O)c1ccc(Cl)cc1)Nc1cc(N2CCCCC2)ncn1	0.8%	.	i	24	4.3	64	10%	5.3%	i	1.1	.	.
COc1ccccc1NC(=O)CSc1n[nH]c(-c2cccnc2)n1	2.1%	.	i	24	0.0	45	2%	0.5%	i	1.1	-3%	5%
CCOC(=O)c1ccc(Nc2nc(C)cc(C)n2)cc1	0.6%	.	i	15	.	.	3%	-1.3%[50 µM]	i	1.0	11%	-2%
Cc1ccc(C(=O)Nc2ccc(N3CCN(C(=O)c4cccs4)CC3)cc2)c(Cl)c1	5.7%	.	i	15	-0.1	52	4%	-0.2%	i	0.0	8%	-11%
CC(C)N1CCc2c(sc(NC(=O)c3ccc(S(=O)(=O)N4CCOCC4)cc3)c2C#N)C1	1.1%	1	i	45	0.1	69	1%	0.3%	+	8.9*	0%	18%
CSc1ccc(CNCc2ccc3c(c2)OCO3)cc1	1.7%	.	i	12	-0.7	50	30%	0.0%	i	0.4	4%	5%
C(=N\Nc1nc(-c2cccnc2)nc2ccccc12)/c1ccccc1	.	.	i	35	9.3	42	.	.	i	0.5	-10%	11%
Nc1cccc(NC(=O)c2cccs2)c1	1.5%	1.1	i	44	-4.5	69	8%	0.5%	i	0.5	-3%	0%
CC/C(=N/NC(=O)c1ccc(Br)cc1)c1ccc(OCCN2CCOCC2)cc1	0.3%	1	i	42	1.7	75	0%	1.7%[50 µM]	i	0.3	-2%	20%
CC(=O)NC(c1ccco1)c1cc(Cl)c2ccccc2c1O (centres undefined)	0.1%	.	i	52	1.9	60	12%	-1.8%	i	1.3	.	.
Cc1ccc(O)c(NC(=O)c2ccco2)c1	1.1%	1.1	i	51	-1.1	58	6%	-1.1%	i	4.5	-3%	22%
Cc1cc(C(=O)Nc2ccccc2)oc1C	1.0%	1.1	i	22	-1.4	31	-1%	-0.7%	i	1.6	-2%	5%
O=C(CNC(=O)C1CCCCC1)NNC(=O)c1ccc(Cl)cc1Cl	4.2%	.	i	69	0.1	84	9%	-0.3%	i	0.4	-2%	9%
C/C(=N\NC(=O)c1c(C)nc2ccccn12)c1ccc(C(C)(C)C)cc1	3.2%	.	i	2	3.8	42	4%	-0.2%	i	0.3	5%	10%
CCOc1ccc(CCNC(=O)COC(=O)c2nccnc2N)cc1OCC	1.0%	.	i	42	0.0	71	6%	-1.4%	i	0.5	-3%	8%
CS(=O)(=O)N(Cc1ccc(C(=O)NN=C2CCCC2)cc1)c1ccccc1	0.1%	1.1	i	16	1.7	51	4%	?	i	2.8	-2%	9%
COC(=O)c1cc(S(=O)(=O)N2CCOCC2)c(Cl)cc1N1CCOCC1	1.6%	1.1	i	48	2.8	90	8%	-0.1%	i	0.1	-4%	22%
N#CC1=C(N)SC2(CCCCC2)SC1c1ccccc1 (centres undefined)	0.7%	1.8	i	58	-0.8	53	18%	-0.2%	i	0.9	-5%	28%
Nc1nnc(SCC(=O)N2CCN(c3cccc(Cl)c3)CC2)n1-c1ccccc1	1.3%	.	i	28	0.3	98	13%	0.2%	i	0.4	2%	8%
CCCNC(=O)c1ccc(N2CCC3(CC2)CC(c2ccccc2)=NO3)c(N)c1	2.6%	.	i	19	-5.3	89	5%	1.3%	i	1.0	1%	14%
Cn1cccc1C(=O)NNC(=O)c1ccccc1Br	0.7%	.	+	.	0.3	56	-2%	0.1%[50 µM]	i	0.7	-2%	8%
Cc1nnc(C)n1/N=C/c1ccc2c(c1)OCCO2	0.1%	1.1	i	49	3.9	86	1%	0.4%	i	1.3	13%	9%
COc1ccc(NC(=O)CCC(=O)c2ccc(Cl)cc2)cn1	0.1%	.	i	30	3.2	68	5%	0.2%[50 µM]	i	1.4	.	.
CCn1c(SCC(=O)Nc2ccccc2)nc2ccccc2c1=O	0.1%	.	i	41	0.8	52	13%	0.3%	i	0.3	0%	5%
O=C(CCN1c2ccccc2Sc2ccccc21)Oc1ccccc1	4.5%	1	i	46	2.4	62	14%	i	i	0.5	8%	8%
S=C(NCCNCc1ccccc1)NC1CCCCC1	14%	1.4	i	32	3.2	49	.	.	.	.	1%	4%
Cc1ccc(-n2nc(C)c3c2OC(N)=C(C#N)C3c2ccncc2)cc1 (centres undefined)	0.8%	1.2	i	39	0.3	80	9%	0.4%	i	0.8	1%	19%
O=c1cc(-c2ccccc2)cc(-c2ccccc2)n1O	-4.0%	.	i	32	2.5	58	3%	-13%	i	2.0	.	6%
COc1ccc(F)cc1C(=O)C1CCCN(C(=O)CCc2ccccn2)C1 (centres undefined)	0.0%	1	i	42	-0.8	39	-1%	1.9%	i	0.3	8%	18%
Oc1ccc(Br)cc1-c1cc(-c2ccccc2)n[nH]1	17%	1.2	i	52	22	65	21%	-2.6%	i	0.7	-3%	24%
